Compound activity (PubChem BioAssay)
CHO parental Ca = counter-screen for OX1R antagonists: effect in parental CHO cells | parental CHO-K1, ATP-induced calcium, Fluo-8 fluorescence | inhibition, % at 5.6 µM | hit rate 0.63% among 330,000;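 active = inhibition above that plate's mean sample inhibition plus 3 SD, cut at about 26% in these data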;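 note: 0% = ATP-challenged DMSO wells and 100% = DMSO wells without ATP; some compounds past the cut are filed as inactive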
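Test system: parental CHO cells; detection: calcium-sensitive Fluo-8 fluorescence; evaluation: percent inhibition of calcium signal; also added: ATP as calcium-mobilizing challenge; repeats: one well per compound; control set: ATP-challenged DMSO wells low, unchallenged DMSO wells high; compound: single nominal dose of 5.6 µM per compound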
CHO-K1 Ca antag = counter-screen for M1 antagonists: effect in parental CHO-K1 cells | hit rate 0.6% among 360,000 | inhibition, % at 3 µM | ATP-induced calcium, Fluo-8 fluorescence | AID 602250;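 active = inhibition above a per-plate cutoff, the plate's mean sample inhibition plus 3 SD, cut at about 24% in these data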;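 note: 0% = DMSO plus EC80 ATP and 100% = DMSO alone without ATP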
TAAR1 ag = agonists of human TAAR1 | Q96RJ0 | CHO RD-HGA16 TAAR1, Fluo-8 calcium fluorescence; vehicle wells 0%, saturating PEA agonist 100% | activation, % at 3 µM | hit rate 0.99% among 360,000;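 active = activation above the mean activation of all test compounds in the run plus 3 SD, cut at about 38% in these data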
Target sequence (Q96RJ0 whole entry, looked up): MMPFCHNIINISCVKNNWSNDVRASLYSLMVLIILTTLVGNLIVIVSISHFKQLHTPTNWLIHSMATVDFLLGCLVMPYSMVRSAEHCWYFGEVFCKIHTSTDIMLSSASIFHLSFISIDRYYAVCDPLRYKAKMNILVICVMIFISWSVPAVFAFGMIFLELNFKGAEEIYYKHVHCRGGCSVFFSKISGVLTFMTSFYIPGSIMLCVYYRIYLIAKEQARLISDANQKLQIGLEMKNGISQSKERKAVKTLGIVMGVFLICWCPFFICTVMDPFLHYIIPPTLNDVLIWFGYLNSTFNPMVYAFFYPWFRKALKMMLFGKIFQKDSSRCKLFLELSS
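System: CHO-derived RD-HGA16 cells with stable Gα16 and human TAAR1. Times: 17-24 h plating, Fluo-8 75 min 37 °C, 30 min RT. Measured by: calcium-sensitive Fluo-8 signal, excitation 470-495, emission 515-575 nm. Read-out basis: % activation relative to PEA EC100 response. Control set: DMSO and PEA EC100. Repeats: no replicates (n 1).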
CHRM1 agonist = human M1 muscarinic receptor agonism | CHO-K1 hM1, Fluo-8 calcium fluorescence, agonist mode; 0% DMSO, 100% acetylcholine EC100 | activation, % at 3 µM | hit rate 0.33% among 360,000 | P11229;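 active = activation above the run's mean compound activation plus 3 SD, cut at about 16% in these data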;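 note: peak over basal fluorescence ratio within a 140 s kinetic read after compound addition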
Target sequence (P11229 whole entry, looked up): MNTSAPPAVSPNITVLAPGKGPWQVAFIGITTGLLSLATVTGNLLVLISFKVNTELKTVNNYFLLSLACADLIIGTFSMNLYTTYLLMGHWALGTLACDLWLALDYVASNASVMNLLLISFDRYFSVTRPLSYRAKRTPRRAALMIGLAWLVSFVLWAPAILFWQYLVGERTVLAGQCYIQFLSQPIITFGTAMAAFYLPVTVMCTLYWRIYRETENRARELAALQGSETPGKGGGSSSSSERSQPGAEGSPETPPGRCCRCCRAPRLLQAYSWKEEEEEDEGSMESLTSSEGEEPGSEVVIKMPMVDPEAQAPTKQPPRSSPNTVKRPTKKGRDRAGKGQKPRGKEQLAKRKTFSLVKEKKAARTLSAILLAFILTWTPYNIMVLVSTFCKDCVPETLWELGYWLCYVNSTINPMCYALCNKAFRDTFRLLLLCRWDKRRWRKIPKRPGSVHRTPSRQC
CHRM1 antagonist = human CHRM1 antagonism | P11229 | CHO-K1 hM1, Fluo-8 calcium fluorescence, ACh EC80 antagonist | inhibition, % at 3 µM | hit rate 1.3% among 360,000 | AID 588852;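 active = percent inhibition above its own plate's cutoff, namely the mean of that plate's compound wells plus 3 SD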;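 note: peak over basal fluorescence ratio during 140 s after agonist addition; 0% = ACh EC80 plus DMSO and 100% = DMSO alone without agonist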
M1 PAM = positive allosteric modulators of human M1 muscarinic receptor; CHO-K1 hM1, Fluo-8 calcium fluorescence, ACh EC20; 0% = ACh EC20, 100% = maximal ACh; hit rate 0.088% among 360,000; AID 588819; activation, % at 3 µM; P11229; in the data active = activation above about 19%, passing the limit was not always enough
M1 ag parental = M1 agonist counterscreen hit in parental CHO-K1 cells. Fluo-8 calcium fluorescence; scaled to maximal ATP response, vehicle zero. hit rate 0.48% among 360,000. activation, % at 3 µM; in the data active = activation above about 15%;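 note: untransfected CHO-K1 host cells lacking M1 receptor as counterscreen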
M1 PAM parental = counter-screen for M1 PAMs: effect in parental CHO-K1 cells. ATP EC20, Fluo-8 calcium fluorescence; 0% at ATP EC20, 100% at ATP max. activation, % at 3 µM. hit rate 0.02% among 360,000. AID 602247;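 active = activation above the run cutoff, the mean activation of all test compounds plus 3 SD, cut at about 40% in these data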;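 note: peak over basal fluorescence ratio in a 140 s read after ATP addition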
TAAR1 antag = antagonists of human TAAR1; hit rate 1.5% among 360,000; CHO RD-HGA16 TAAR1, Fluo-8 calcium fluorescence, antagonist; AID 624466; Q96RJ0; inhibition, % at 3 µM;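 active = inhibition above a per-plate cutoff, the mean inhibition of test compounds on that plate plus 3 SD, cut at about 49% in these data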;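 note: 0% = DMSO plus EC80 beta-PEA response and 100% = DMSO alone without agonist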
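Test system: RD-HGA16 CHO cells with stable hTAAR1 and Gα16 / Probe or stimulus: EC80 β-phenethylamine stimulus / Times: seeding 17-24 h prior, 75-min 37 °C, 30-min RT dye loading / Detection: Fluo-8 calcium-sensitive fluorescence / Read-out basis: % inhibition scaled between DMSO and EC80 PEA controls / Repeats: singlicate, one well per test compound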
An asterisk follows results filed as active.

For CCc1ccc(-n2cccc2/C=C2/C(=N)N3C(=NC2=O)SN=C3S(C)(=O)=O)cc1 the results were CHO parental Ca -3, CHO-K1 Ca antag 5, TAAR1 ag 1, CHRM1 agonist -8, CHRM1 antagonist 4, M1 PAM 0, M1 ag parental 1.2, M1 PAM parental 8 and TAAR1 antag 57*.
`O=[N+]([O-])c1ccccc1S(=O)(=O)Oc1ccc(/C=N/n2cnnc2)cc1` gave CHO parental Ca -4, CHO-K1 Ca antag -1, TAAR1 ag 5, CHRM1 agonist -10, CHRM1 antagonist 16, M1 PAM -10, M1 ag parental 5.6, M1 PAM parental 1 and TAAR1 antag -4.
For COC(=O)C1=CN(Cc2ccc(OC)c(OC)c2)C=C(C(=O)OC)C1c1ccc(O)cc1 the results were CHO-K1 Ca antag -1, TAAR1 ag -1, CHRM1 agonist -2, CHRM1 antagonist 2, M1 PAM -3, M1 ag parental -0.4, M1 PAM parental -1 and TAAR1 antag -27.
Screening COc1ccc(N/N=C(\C#N)C(=N)N2CCCCC2)cc1 returned CHO parental Ca -9, CHO-K1 Ca antag -3, TAAR1 ag 0, CHRM1 agonist -3, CHRM1 antagonist -9, M1 PAM 4, M1 ag parental 0.2, M1 PAM parental 13 and TAAR1 antag -3.
Screening CC1=NN(C(N)=S)C(=O)C1N=Nc1ccccc1Cl (stereo not drawn) returned CHO parental Ca -6, CHO-K1 Ca antag -8, TAAR1 ag -1, CHRM1 agonist 3, CHRM1 antagonist -23, M1 PAM 17, M1 ag parental 0.6, M1 PAM parental 16 and TAAR1 antag -5.
`Cc1nc(N=C(N)N)nc2c(C)cccc12` gave CHO parental Ca -11, CHO-K1 Ca antag -17, TAAR1 ag 4, CHRM1 agonist -7, CHRM1 antagonist 1, M1 PAM 5, M1 ag parental 0.1, M1 PAM parental -17 and TAAR1 antag -12.
Cc1ccc(C(=O)NN(CCC(=O)NC(C)(C)C)C2=NS(=O)(=O)c3ccccc32)cc1 was read as CHO parental Ca -15, CHO-K1 Ca antag -7, TAAR1 ag 1, CHRM1 agonist -10, CHRM1 antagonist 1, M1 PAM 3, M1 ag parental 0.9, M1 PAM parental 16 and TAAR1 antag -13.
`Cc1nn(CC(=O)Nc2ccc3c(c2)OCCO3)c(C)c1[N+](=O)[O-]` gave CHO parental Ca -6, CHO-K1 Ca antag -6, TAAR1 ag -1, CHRM1 agonist -2, CHRM1 antagonist 6, M1 PAM -5, M1 ag parental 0.5, M1 PAM parental 6 and TAAR1 antag 9.
For CCOC(=O)CCc1c(C)nc2c(c(C)nn2-c2ccccc2)c1C the results were CHO parental Ca -13, CHO-K1 Ca antag -1, TAAR1 ag 1, CHRM1 agonist -3, CHRM1 antagonist -4, M1 PAM 2, M1 ag parental -0.2, M1 PAM parental 3 and TAAR1 antag -17.
Screening O=C(C[n+]1cccc(CNC(=O)c2ccc(OC(F)F)cc2)c1)Nc1cccc(C(F)(F)F)c1 returned CHO parental Ca -15, CHO-K1 Ca antag -1, TAAR1 ag 5, CHRM1 agonist -8, CHRM1 antagonist -3, M1 PAM -6, M1 ag parental 0.6, M1 PAM parental 26 and TAAR1 antag -6.
For COc1ccc(S(=O)(=O)N2CCCCC2C(=O)O)cc1OC (stereo not drawn) the results were CHO parental Ca -13, CHO-K1 Ca antag -4, TAAR1 ag 1, CHRM1 agonist -1, CHRM1 antagonist 13, M1 PAM -5, M1 ag parental -0.4, M1 PAM parental -4 and TAAR1 antag -10.
O=C(Nc1ccccc1)C(=O)c1cn(CC(=O)N2CCCCC2)c2ccccc12 was read as CHO parental Ca -16, CHO-K1 Ca antag -2, TAAR1 ag 6, CHRM1 agonist -4, CHRM1 antagonist -4, M1 PAM 7, M1 ag parental 1.1, M1 PAM parental 4 and TAAR1 antag 15.
`CC(=O)c1ccc(NC(=S)N2CC(C)CC(C)C2)cc1` (stereo not drawn) gave CHO parental Ca -16, CHO-K1 Ca antag -13, TAAR1 ag 24, CHRM1 agonist -6, CHRM1 antagonist -3, M1 PAM -2, M1 ag parental 0.4, M1 PAM parental -1 and TAAR1 antag -7.
Cc1c(NC(=S)N/C(=N/S(=O)(=O)c2ccccc2)c2ccccc2)c(=O)n(-c2ccccc2)n1C was read as CHO parental Ca -9, CHO-K1 Ca antag -15, TAAR1 ag 1, CHRM1 agonist -7, CHRM1 antagonist -6, M1 PAM 4, M1 ag parental 0.9, M1 PAM parental 25 and TAAR1 antag 8.
For COc1cc(C(=O)NC2CCN(C)CC2)ccc1Nc1ncc2c(n1)N(C1CCCCC1)CCC(=O)N2C the results were CHO-K1 Ca antag 6, TAAR1 ag 12, CHRM1 agonist -12, CHRM1 antagonist -4, M1 PAM 8, M1 ag parental -0.3, M1 PAM parental 4 and TAAR1 antag -11.

Random excerpt: 3 records from the list, in no set order.
Screening CC1=NN(C(N)=S)C(=O)C1N=Nc1ccccc1Cl (stereo not drawn) returned CHO parental Ca -6, CHO-K1 Ca antag -8, TAAR1 ag -1, CHRM1 agonist 3, CHRM1 antagonist -23, M1 PAM 17, M1 ag parental 0.6, M1 PAM parental 16 and TAAR1 antag -5.
For COc1cc(C(=O)NC2CCN(C)CC2)ccc1Nc1ncc2c(n1)N(C1CCCCC1)CCC(=O)N2C the results were CHO-K1 Ca antag 6, TAAR1 ag 12, CHRM1 agonist -12, CHRM1 antagonist -4, M1 PAM 8, M1 ag parental -0.3, M1 PAM parental 4 and TAAR1 antag -11.
`Cc1nc(N=C(N)N)nc2c(C)cccc12` gave CHO parental Ca -11, CHO-K1 Ca antag -17, TAAR1 ag 4, CHRM1 agonist -7, CHRM1 antagonist 1, M1 PAM 5, M1 ag parental 0.1, M1 PAM parental -17 and TAAR1 antag -12.

Next section
For Oc1ccccc1N1CCN(c2nc(-c3cccs3)nc3ccccc23)CC1 the results were CHO parental Ca -16, CHO-K1 Ca antag 5, TAAR1 ag 6, CHRM1 agonist -3, CHRM1 antagonist 9, M1 PAM -1, M1 ag parental 2.5, M1 PAM parental -12 and TAAR1 antag 41.
Screening O=C(/C(C=Nc1cccc(C(F)(F)F)c1)=C(/O)c1ccco1)C(F)(F)F returned CHO parental Ca -11, CHO-K1 Ca antag -3, TAAR1 ag 2, CHRM1 agonist -4, CHRM1 antagonist 1, M1 PAM 3, M1 ag parental 0.1, M1 PAM parental 14 and TAAR1 antag 0.
CC(C)NC(=S)Nc1ccc(S(=O)(=O)Nc2ncccn2)cc1 was read as CHO parental Ca -1, CHO-K1 Ca antag -2, TAAR1 ag 0, CHRM1 agonist -1, CHRM1 antagonist -9, M1 PAM 8, M1 ag parental 0.4, M1 PAM parental 7 and TAAR1 antag -2.
`CC(=O)Oc1ccc2c(c1)C(=O)CCCCCC(=O)O2` gave CHO-K1 Ca antag 13, TAAR1 ag 0, CHRM1 agonist -3, CHRM1 antagonist -6, M1 PAM 6, M1 ag parental 0.5, M1 PAM parental 12 and TAAR1 antag 0.
For O=C(CNc1cccc2ccccc12)N/N=C/c1ccc([N+](=O)[O-])cc1 the results were CHO parental Ca -4, CHO-K1 Ca antag -5, TAAR1 ag 6, CHRM1 agonist -7, CHRM1 antagonist -3, M1 PAM 5, M1 ag parental 1.3, M1 PAM parental 15 and TAAR1 antag 1.
Screening Cc1cccc(C(C)C)c1NC(=O)C(C)OC(=O)Cc1n[nH]c(=O)c2ccccc12 (stereo not drawn) returned CHO parental Ca -8, CHO-K1 Ca antag 8, TAAR1 ag 4, CHRM1 agonist -3, CHRM1 antagonist 7, M1 PAM -4, M1 ag parental -0.2, M1 PAM parental -16 and TAAR1 antag -13.
O=C(CCN1C(=O)c2cccnc2C1=O)NC1CCCCCC1 was read as CHO parental Ca -3, CHO-K1 Ca antag 1, TAAR1 ag -1, CHRM1 agonist -5, CHRM1 antagonist -2, M1 PAM -3, M1 ag parental 0.1, M1 PAM parental 11 and TAAR1 antag 7.
`CN1CCN(S(=O)(=O)c2ccc(N3CCc4ccccc4C3)nc2)CC1` gave CHO parental Ca -6, CHO-K1 Ca antag -4, TAAR1 ag 4, CHRM1 agonist -13, CHRM1 antagonist -7, M1 PAM 9, M1 ag parental -0.2, M1 PAM parental 16 and TAAR1 antag -3.
Screening CCOc1cc(CN2CCSCC2)ccc1O returned CHO parental Ca -2, CHO-K1 Ca antag -1, TAAR1 ag 11, CHRM1 agonist -4, CHRM1 antagonist -11, M1 PAM 14, M1 ag parental 0.5, M1 PAM parental 15 and TAAR1 antag -6.
COc1cc(/C=C/C(=O)NC(=O)c2ccccc2O)ccc1OC(C)=O was read as CHO parental Ca -13, CHO-K1 Ca antag 5, TAAR1 ag 1, CHRM1 agonist -3, CHRM1 antagonist -7, M1 PAM -1, M1 ag parental 1.4, M1 PAM parental 2 and TAAR1 antag 14.
For CC(=O)c1ccc(OCc2cc(C(=O)N3CCC[C@H]3CO)no2)cc1 the results were CHO parental Ca -6, CHO-K1 Ca antag -14, TAAR1 ag 2, CHRM1 agonist -1, CHRM1 antagonist -17, M1 PAM 8, M1 ag parental 3.0, M1 PAM parental 10 and TAAR1 antag 15.
`C#CCOc1c(Cl)cc(/C=C2/C(=O)ON=C2C)cc1OC` gave CHO parental Ca 3, CHO-K1 Ca antag 7, TAAR1 ag 1, CHRM1 agonist -4, CHRM1 antagonist 3, M1 PAM 2, M1 ag parental 0.3, M1 PAM parental 2 and TAAR1 antag -8.
`COc1ccccc1CNC(=O)C1(C)CCN1Cc1ccc(OC(F)(F)F)cc1` (stereo not drawn) gave CHO-K1 Ca antag -7, TAAR1 ag 2, CHRM1 agonist -7, CHRM1 antagonist 7, M1 PAM -7, M1 ag parental 0.2, M1 PAM parental 6 and TAAR1 antag -27.
`Cc1cc(NC(=O)Cn2nc(C)c([N+](=O)[O-])c2C)no1` gave CHO parental Ca -9, CHO-K1 Ca antag -9, TAAR1 ag 3, CHRM1 agonist -5, CHRM1 antagonist -18, M1 PAM 10, M1 ag parental 1.0, M1 PAM parental 15 and TAAR1 antag -19.
CC(C)c1ccc(S(=O)(=O)N2CCN(C(=O)c3ccc(N4CCCC4)c([N+](=O)[O-])c3)CC2)cc1 was read as CHO parental Ca -20, CHO-K1 Ca antag 9, TAAR1 ag -2, CHRM1 agonist -4, CHRM1 antagonist -5, M1 PAM 5, M1 ag parental 0.0, M1 PAM parental -9 and TAAR1 antag 10.
Screening CCN(CC)c1ccc(/C=N/Nc2nc(C)cc(C)n2)cc1 returned CHO parental Ca -24, CHO-K1 Ca antag -23, TAAR1 ag -1, CHRM1 agonist -6, CHRM1 antagonist -16, M1 PAM 11, M1 ag parental 1.2, M1 PAM parental 15 and TAAR1 antag -22.
